Lipid droplet: inhibitors of hepatocyte lipid droplet formation, primary screen, imaging, high-throughput imaging, BODIPY stain. AML12 mouse hepatocytes, oleate lipid droplets. inhibition, % at 6.5 µM. 240,000 tested, 0.4% active. AID 1656, 2009;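 active = lipid droplet intensity inhibited by at least 50%, with more than 500 cells counted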
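material = mouse AML12 hepatocyte cell line, fixed after treatment | also added = 100 µM oleic acid challenge | doses = compound at 6.5 µM only | schedule = overnight exposure | technique = Image-based BODIPY and DAPI two-channel analysis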
MT stabilizer: microtubule stabilizers in HeLa cells, primary screen, imaging, high-content imaging. HeLa tubulin immunostaining HCS, 24 h; share of cells brighter than vehicle mean+2SD. % tubulin-high responders, % at 10 µM. 200,000 tested, 0.83% active. AID 2205, 2009;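 active = plate Z-score above 3 for both tubulin-high and condensed-nucleus cell shares, with cell loss under 80%, at 10 µM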;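 note: anti alpha tubulin signal scored within the nucleus-defined area of each cell; some results filed as inactive read as strong as hits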
TNAP activation fold: human TNAP enzyme activators, primary screen, biochemical, luminescent, no phosphate acceptor, uHTS (AID 1001); Alkaline phosphatase, tissue-nonspecific isozyme (Homo sapiens); 200,000 tested, 0.03% active; activation fold at 20 µM; hits with a dose series show EC50 in µM; purified TNAP, luminescent activation assay, no phosphate acceptor; higher activation fold means a stronger effect; in the data active = activation fold from about 3, or a potency from the dose series; inactive = the rest, 99 in 100 with activation fold below about 1.6; note: many of its hits are not listed in these tables
PMI inhibition: human PMI inhibitors, high substrate, primary screen, biochemical, fluorescence intensity, high mannose 6-phosphate (AID 1220). 190,000 tested, 0.66% active. Mannose-6-phosphate isomerase (Homo sapiens). recombinant PMI enzyme, coupled fluorescence intensity; higher % means a stronger effect. one-dose inhibition, % at 20 µM; IC50 in µM for titrated hits
Ins promoter up: insulin promoter activators in MIN6 cells, imaging, high-content screening, mouse beta cells | AID 1625, 2009 | 190,000 tested, 0.3% active | MIN6 insulin promoter-GFP reporter; hits give high values | z-score at 5 µM;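 active = z-score above 3 at 5 µM with at least 500 cells counted in the well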
T cell modulator: modulators of CD8 T cell-vesicle binding, primary screen, mouse 2C CD8+ T cells, flow cytometry. 2C CD8+ T cell-vesicle binding; hits give low values. calls only at 7 µM. 330,000 tested, 0.068% active. AID 2052, 2009;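 active = response, share of CD8 T cells binding vesicles, and their 90th percentile fluorescence all below set limits, cut at about 80% in these data, passing the limit was not always enough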
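Also added: QL9-peptide-loaded Drosophila micro-vesicles bearing Ld, ICAM-1 and B7-1; Test system: purified 2C TCR transgenic mouse naive CD8+ T cells; Measured by: cytometric PE anti-B7-1 and Alexa647 anti-CD8 signals after 1% paraformaldehyde fixation; Timing: binding step 1.5 h, 37 °C, antibody labelling 20 min, ice.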
bCat nuc transl: modulators of beta-catenin nuclear translocation, primary screen, imaging, HeLa cells, immunofluorescence, high-content; 190,000 tested, 0.3% active; nuclear translocation activity, % at 5 µM;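 active = nuclear translocation activity above 50% at 5 µM, with a well cell count of 50 or more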;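 note: per-cell ratio of nuclear to cytoplasmic median beta-catenin stain intensity; plate controls were DMSO negative control for no effect and GSK-3 inhibitor IX positive control for full effect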
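test system = HeLa cells, endogenous beta-catenin | dosing = single 5 µM dose plus 0.02–20 µM confirmation series | times = compound treatment 24 h, 37°C, 5% CO2 | technique = beta-catenin immunofluorescence imaging with DAPI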
Autophagy HCS: autophagy modulators in MEF cells, primary screen, imaging, high-content, MEF GFP-LC3 | MEF GFP-LC3 puncta imaging; test concentration mostly 10 µM | 190,000 tested, 0.98% active | AID 463193, 2010 | calls only at 10 µM (by protocol);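 active = percentage of spot-positive cells more than 3 SD above its plate mean, without a fluorescence outlier flag or 80% toxicity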;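 note: spot-positive cell cutoff set from DMSO-treated cells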
human PMI inhibition: inhibitors of human PMI, primary screen, biochemical, fluorescence intensity, coupled assay (AID 1209); Mannose-6-phosphate isomerase (Homo sapiens); purified PMI enzyme, coupled fluorescence intensity; higher % means a stronger effect; inhibition, % at 20 µM, or IC50 in µM where a hit was titrated; 190,000 tested, 0.42% active;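 note: plate controls were DMSO vehicle for no effect and wells lacking substrate for full effect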
Ins promoter up cell count: recorded beside Ins promoter up, whose call it bears; cell count; measured here: cytotoxicity, nuclei count;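 total cells summed across four imaged fields per well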
Lipid droplet cells 6.5 µM: second read-out of Lipid droplet, no call of its own (marks repeat the call); cell count; measured here: cell count, cytotoxicity flag;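 cells counted across two imaged fields per well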
bCat nuc transl cell count 5 µM: further read-out of bCat nuc transl, marked with its call; cell count; measured here: cell count, cytotoxicity flag
T cell modulator vesicle-bound %: second read-out of T cell modulator, no call of its own (marks repeat the call); double positive events, %; measured here: CD8+ vesicle-bound cell fraction;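 binding gate set so that unloaded-vesicle control wells show 10% double positive cells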
MT stabilizer Hoechst-high %: recorded beside MT stabilizer, whose call it bears; % Hoechst-high responders; measured here: nuclear condensation Hoechst responders;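 share of cells brighter than vehicle mean plus two SD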
MT stabilizer cytotoxicity %: further read-out of MT stabilizer, marked with its call; toxicity, %; measured here: cytotoxicity by cell density;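 0% = mean cell density of plate MIN control wells and 100% = no cells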
Autophagy HCS cell loss 18 h: further read-out of Autophagy HCS, marked with its call; toxicity, %; measured here: cell loss, nuclei count;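 cell loss after 18 h compound exposure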
Active calls of the source: *; i = inactive; nt = not tested or not shown. Cut-off read from the data, not from the text of the source, unless noted: active = inhibition above about 50%; inactive = the rest.

SMILES | Lipid droplet | Lipid droplet cells 6.5 µM | MT stabilizer | MT stabilizer Hoechst-high % | MT stabilizer cytotoxicity % | TNAP activation fold | PMI inhibition | Ins promoter up | Ins promoter up cell count | T cell modulator | T cell modulator vesicle-bound % | bCat nuc transl | bCat nuc transl cell count 5 µM | Autophagy HCS | Autophagy HCS cell loss 18 h | human PMI inhibition
Cc1cc(C)c2nc(N3CCCN(C(=O)c4cnccn4)CC3)c(C#N)cc2c1 | nt | nt | 2.1 | 3.3 | 4.9 | 1.1 | 7% | -0.22 | 1069 | i | 39 | -2.1 | 1209 | i | -6 | 2%
O=C(c1ccc2c(=O)n3c(nc2c1)CCCCC3)N1CCN(c2ccc(F)cc2)CC1 | -6 | 666 | nt | nt | nt | nt | nt | -0.31 | 1482 | i | 30 | -1.2 | 1151 | nt | nt | nt
O=C(Oc1cccc(Br)c1)c1cccnc1 | nt | nt | 4.7 | 2.4 | 4.5 | 1.1 | 3% | -1.5 | 1583 | i | 31 | -0.4 | 1336 | i | 20 | 2%
O=c1c(F)cn(C2CCCO2)c(=O)n1Cc1c(F)cccc1Cl (stereo not given) | 2 | 606 | 2.7 | 1.7 | 6.5 | 1.1 | 8% | 0.43 | 2037 | i | 43 | 1.1 | 1041 | i | 4 | 9%
CCOC(=O)NC(=O)COC(=O)c1ccc(Sc2ncn[nH]2)c([N+](=O)[O-])c1 | 18 | 716 | 3.2 | 1.8 | 13 | 0.9 | -12% | 0.41 | 1285 | i | 14 | -1.6 | 1086 | i | -10 | -22%
NC(=O)CSc1nc2cc([N+](=O)[O-])ccc2n1-c1cccc(C(F)(F)F)c1 | -2 | 665 | 2.9 | 3.1 | 4.6 | 1.1 | 11% | -0.58 | 1458 | i | 22 | -4.0 | 1198 | i | 1 | 6%
N#Cc1c(Cl)cccc1N1CCCC1 | 1 | 724 | nt | nt | nt | nt | nt | -0.93 | 1468 | i | 25 | 0.5 | 1145 | nt | nt | nt
COc1ccc(-c2noc(CCC(=O)NC3CCN(Cc4ccccc4)CC3)n2)cc1 | -10 | 772 | 1.4 | 1.5 | 3.5 | 0.7 | -1% | -0.89 | 735 | i | 20 | nt | nt | i | 2 | -5%
C/C(=N\NC(=O)c1ccn[nH]1)c1cn(C)nc1C | -10 | 674 | 1.6 | 2.5 | 6.5 | 1.2 | 6% | -0.08 | 1401 | i | 40 | -1.5 | 509 | i | -2 | 1%
CCOC(=O)C1=C(O)/C(=C/c2ccc(OCC(=O)O)c(OCC)c2)SC1=Nc1ccc(C)cc1 | -6 | 695 | 3.2 | 2.4 | 7.3 | 1 | 6% | nt | nt | i | 35 | 0.1 | 1570 | i | 13 | 3%
Cc1cccc(-n2ccnc2SCC(=O)Nc2nccs2)c1 | nt | nt | 4.7 | 2.2 | 4.8 | 1.1 | 12% | 1.3 | 1236 | i | 26 | 3.1 | 1419 | i | 7 | 18%
CCc1nnc(NC(=O)CCC(=O)NCc2ccc(OC)cc2)s1 | 0 | 714 | nt | nt | nt | nt | nt | 0.1 | 1259 | i | 36 | -3.2 | 1174 | nt | nt | nt
Cc1cccc(CNc2ccc(C(CC(N)=O)NC(=O)c3cccc(Br)c3)cc2[N+](=O)[O-])c1 (stereo not given) | 11 | 676 | nt | nt | nt | nt | nt | 0.34 | 1006 | i | 9 | -1.7 | 1389 | nt | nt | nt
Cc1cc(/C=N\NC(=O)CC(=O)NC2CCCCC2)c(C)n1-c1ccc(Cl)c(Cl)c1 | nt | nt | 1.9 | 1.9 | 6.7 | 1.1 | 6% | nt | nt | i | 45 | nt | nt | i | -6 | 10%
CN(C)C(=O)CN1CCN(c2nc3nonc3nc2N2CCCCC2)CC1 | 3 | 679 | 3.5 | 2.7 | 1.8 | 1 | -1% | 0.13 | 1343 | i | 36 | 1.9 | 948 | i | 21 | 5%
O=C(c1nnc(-c2ccc(Cl)cc2)o1)C1CCCC1 | -5 | 693 | 2.4 | 1.7 | 0.5 | 1.1 | -4% | -0.68 | 1346 | i | 50 | -2.5 | 1079 | i | 1 | -9%
CC1CN(C(=O)c2cc3c(=O)n4ccccc4nc3s2)CC(C)O1 (stereo not given) | 12 | 747 | 3.5 | 2.4 | 3.6 | 1.2 | 4% | 0.09 | 1264 | i | 28 | -1.2 | 1090 | i | 1 | 7%
Cc1oc(C(C)(C)C)cc1C(=O)NCC(=O)NCC(=O)O | nt | nt | 5.7 | 3.0 | 6.6 | 1 | -18% | 1.2 | 1407 | i | 13 | -5.5 | 694 | i | 9 | -17%
Cn1nc(C(=O)Nc2ccc(S(=O)(=O)Nc3ncccn3)cc2)ccc1=O | 15 | 652 | nt | nt | nt | nt | nt | -0.49 | 1024 | i | 22 | 0.2 | 1438 | nt | nt | nt
Cc1c(C(=O)CN2CCSCC2)c2ccccc2n1C | nt | nt | 2.5 | 2.2 | 4.9 | 1 | 7% | -0.12 | 1360 | i | 36 | -0.1 | 916 | i | 8 | 6%
COC(=O)c1ccc2nc(NC(=O)CN3C(=O)CCC3=O)sc2c1 | nt | nt | 2.5 | 1.4 | 0.7 | 1.1 | -14% | -0.02 | 1529 | i | 54 | 1.8 | 1341 | i | -10 | 0%
CCOc1ccc(C(=O)NC(C)(C)CC)cc1 | 13 | 658 | 2.9 | 3.0 | 9.9 | 1.1 | -4% | 0.06 | 1546 | i | 49 | 0.8 | 1516 | i | 7 | -4%
c1ccc(CSc2nnc(Cc3ccccc3)o2)cc1 | nt | nt | 1.8 | 2.9 | 6.8 | 1.1 | 12% | 0.11 | 1458 | i | 31 | 0.3 | 1567 | i | 6 | 18%
CC1(C)CC(=O)C=C(Nc2ccccn2)C1 | nt | nt | 1.4 | 1.1 | 3.6 | 1 | -16% | -0.79 | 1014 | i | 40 | -5.0 | 877 | i | 5 | -16%
Cc1cc(CN(C)C(=O)CC2C(=O)NCCN2Cc2c(F)cccc2Cl)n[nH]1 (stereo not given) | 25 | 745 | 5.8 | 1.4 | 4.9 | 1 | 13% | nt | nt | i | 53 | 0.7 | 886 | i | 7 | -5%
O=C(Nc1ccccc1)c1cccc(S(=O)(=O)Nc2ccccn2)c1 | 4 | 661 | 1.9 | 2.4 | 1.9 | 1.1 | -11% | 0.56 | 1155 | i | 53 | -5.1 | 538 | i | 0 | -13%
Cc1ccc(C2(C)NC(=O)N(CC(=O)Nc3cccnc3Cl)C2=O)cc1 (stereo not given) | 3 | 685 | 3.8 | 1.9 | 2.8 | 1 | 5% | 0.33 | 1220 | i | 7 | 0.5 | 1171 | i | 1 | 1%
CC(C)(C)c1ccc(C(=O)CC(Sc2ccc(Cl)cc2)C(=O)O)cc1 (stereo not given) | 13 | 687 | 5.3 | 1.5 | 4.1 | 1 | 2% | 1.3 | 1383 | i | 63 | 0.0 | 1051 | i | -7 | 5%
O=C(COC(=O)[C@@H]1CCCN1S(=O)(=O)c1ccc(Cl)cc1)NC12CC3CC(CC(C3)C1)C2 | 18 | 657 | 5.4 | 2.4 | 4.1 | 1.1 | 10% | 0.06 | 1423 | i | 51 | -1.8 | 1170 | i | 12 | 15%
CCOC(=O)CN(Cc1ccc(OC)c(OC)c1)S(=O)(=O)c1ccc(OC)cc1 | 4 | 806 | 1.8 | 1.0 | 6.5 | 1.2 | -3% | -1 | 949 | i | 19 | nt | nt | i | -13 | -1%
CCOC(=O)C(C(=O)Nc1cccc(C)n1)C1CCCCC1 (stereo not given) | nt | nt | 4.5 | 2.8 | 6.8 | 1.1 | 3% | -0.46 | 1008 | i | 56 | -1.1 | 1087 | i | 11 | 8%
CC(C)CC(NC(=O)C(Cc1ccc(OCc2ccccc2)cc1)NC(=O)OC(C)(C)C)C(N)=O (stereo not given) | 0 | 691 | 1.1 | 1.4 | 7.9 | 1.2 | 14% | 1.3 | 1613 | i | 29 | -3.4 | 1002 | i | 0 | 14%
CN(C)c1ccc(/C=N/NC(=O)c2ccc(Cl)cc2)cc1 | nt | nt | 1.2 | 1.4 | 7.7 | 1.1 | -3% | nt | nt | i | 21 | nt | nt | i | 5 | -4%
NC(=O)SCC(=O)Nc1ccc(Cl)cc1 | nt | nt | 2.4 | 2.8 | 12 | 1.2 | -26% | 0.03 | 1622 | i | 33 | -1.5 | 1303 | i | -3 | 14%
COc1ccc(OCC(=O)N/N=C(\C)c2ccc(-n3ccnc3)cc2)cc1 | 4 | 735 | 2.3 | 2.4 | 4.6 | 1.1 | 6% | -0.4 | 1203 | i | 42 | -4.2 | 625 | i | -7 | 8%
CC1(C)Cc2ccccc2-c2nnc(SCC(=O)Nc3nc4ccccc4s3)n21 | nt | nt | 3.8 | 3.8 | 22 | 1 | 0% | 1.2 | 937 | i | 47 | 0.4 | 717 | i | -9 | 5%
Oc1c(Br)cc(Br)cc1C=Nc1ccc2c(c1)OCCO2 | 6 | 668 | 2.3 | 1.3 | 4.1 | 0.6 | 60%* | 0.75 | 1238 | i | 28 | -1.4 | 1142 | i | 0 | 18%
Cc1nc2sc3c(c2c(=O)[nH]1)CCCCC3 | -9 | 722 | nt | nt | nt | nt | nt | 0.54 | 1076 | i | 34 | 1.2 | 1321 | nt | nt | nt

High-throughput results as filed in PubChem.
